SENP1 inh = blocks the human SENP1 SUMO protease catalytic domain | Q9P0U3 | inhibition, % at 10 µM | 360,000 compounds, 0.21% hits | recombinant SENP1 catalytic domain, CyPet-SUMO1-YPet FRET cleavage;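 active = inhibition at least 30% at 10 µM, raw YFP signal under a set limit, fluorescence ratio 0.5 to 1.5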;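 note: 0% = enzyme with DMSO and 100% = no enzyme wells; some results filed as inactive read as strong as hits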
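Material – human SENP1 catalytic domain · Input – SENP1 enzyme, 20 pM final · Compound dosing – single concentration of 10 µM compound, 0.5% DMSO final · Timing – enzyme reaction for 50 min at room temperature, dark · Measured by – FRET fluorescence in CFP and YFP emission channels · Control set – no-enzyme wells low, DMSO-plus-enzyme wells high control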
SENP8 block-1 = inhibitors of human SENP8 protease; 360,000 compounds, 0.64% hits; recombinant SENP8, Nedd8 substrate fluorescence; Q96LD8; AID 602440; inhibition, % at 20 µM; in the data active = inhibition mostly above about 40%, no sharp cut-off; inactive = mostly below about 27%
Target sequence (Q96LD8 whole entry, looked up): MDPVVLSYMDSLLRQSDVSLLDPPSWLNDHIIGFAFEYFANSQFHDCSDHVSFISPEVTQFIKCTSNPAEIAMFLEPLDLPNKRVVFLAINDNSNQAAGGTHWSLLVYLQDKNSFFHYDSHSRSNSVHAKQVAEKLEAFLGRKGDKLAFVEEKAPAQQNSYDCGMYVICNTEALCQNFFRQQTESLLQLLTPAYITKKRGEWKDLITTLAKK
PfG6PD inh = PfG6PD (Plasmodium falciparum) enzyme inhibition | PfGluPho enzyme, NADPH resazurin-diaphorase fluorescence | inhibition, % at 20 µM | 350,000 compounds, 0.78% hits;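 active = inhibition reaching at least a set limit at 20 µM in the primary screen, cut at about 59% in these data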;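 note: 0% = DMSO wells with substrate and 100% = DMSO wells lacking glucose-6-phosphate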
SENP8 block-2 = blocks the human protease SENP8. inhibition, % at 10 µM. AID 2540. purified SENP8, Z-RLRGG-aminoluciferin cleavage, luminescence. Q96LD8. 330,000 compounds, 1.2% hits; in the data active = inhibition above about 50%
SENP7 block = blocks the human protease SENP7 | 330,000 compounds, 1.5% hits | recombinant SENP7, Z-RLRGG-aminoluciferin luminescence, 40 min | inhibition, % at 5 µM | Q9BQF6;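 active = inhibition above about 50% at the single test dose, limit read from the data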;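 note: plate controls were DMSO with enzyme for no effect and no enzyme buffer wells for full effect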
Target sequence (Q9BQF6 706-1050 limits assumed): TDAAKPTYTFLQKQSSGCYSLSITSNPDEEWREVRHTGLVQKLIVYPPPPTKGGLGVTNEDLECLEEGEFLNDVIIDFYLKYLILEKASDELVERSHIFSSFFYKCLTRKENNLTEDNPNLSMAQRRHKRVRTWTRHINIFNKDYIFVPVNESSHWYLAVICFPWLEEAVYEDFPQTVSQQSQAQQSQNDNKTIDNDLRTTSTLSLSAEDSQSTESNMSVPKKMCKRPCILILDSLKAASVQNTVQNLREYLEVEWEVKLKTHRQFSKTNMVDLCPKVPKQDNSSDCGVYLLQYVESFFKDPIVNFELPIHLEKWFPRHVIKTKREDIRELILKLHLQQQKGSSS
NLRP3 yeast inh = blocks the NALP3 inflammasome reconstituted in yeast | Yeast reconstituted NLRP3/ASC/caspase-1, beta-gal luminescence, 24 h | 330,000 compounds, 0.39% hits | inhibition, % at 10 µM;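 active = inhibition of 50% or more; inactive = inhibition below 50%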;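 note: plate controls were induced DMSO wells for no effect and uninduced yeast grown without galactose for full effect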
SENP6 inh = SENP6 protease inhibition | Q9GZR1 | Recombinant SENP6 catalytic domain, aminoluciferin luminescence | inhibition, % at 10 µM | 330,000 compounds, 1.8% hits | AID 2599;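 active = inhibition above about 50% at the single tested dose, limit read from the data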;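 note: plate controls were DMSO wells with enzyme for no effect and DMSO wells lacking enzyme for full effect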
Target sequence (Q9GZR1 628-1112 limits assumed): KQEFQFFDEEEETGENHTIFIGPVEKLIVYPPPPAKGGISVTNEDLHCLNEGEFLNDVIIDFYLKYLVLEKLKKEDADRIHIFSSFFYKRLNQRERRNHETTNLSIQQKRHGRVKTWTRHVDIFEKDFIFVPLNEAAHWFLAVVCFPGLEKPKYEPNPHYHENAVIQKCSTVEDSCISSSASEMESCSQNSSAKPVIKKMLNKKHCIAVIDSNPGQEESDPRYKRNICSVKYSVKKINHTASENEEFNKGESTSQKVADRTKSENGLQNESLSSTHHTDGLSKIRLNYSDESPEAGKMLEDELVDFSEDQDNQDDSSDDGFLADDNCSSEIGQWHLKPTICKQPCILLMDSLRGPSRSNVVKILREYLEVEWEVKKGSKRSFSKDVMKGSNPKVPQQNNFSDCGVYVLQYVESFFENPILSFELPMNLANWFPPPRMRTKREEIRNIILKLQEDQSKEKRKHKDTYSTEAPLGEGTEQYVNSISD
HKDC1 inh = inhibitors of human hexokinase HKDC1; Q2TB90; recombinant HKDC1, G6PDH/diaphorase resazurin coupled fluorescence; inhibition, % at 20 µM; 340,000 compounds, 0.16% hits;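 active = inhibition above about 35% when tested at 20 µM, limit read from the data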;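 note: plate controls were DMSO wells with enzyme for no effect and DMSO wells lacking enzyme for full effect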
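test system = in-house recombinant HK5 (HKDC1) enzyme | amount = HKDC1 at 5 µg/mL | control set = DMSO-enzyme wells negative, buffer-substituted wells positive | compound = one dose of 20 µM, 1% DMSO | schedule = reaction time 90 min, room temperature, protected from light | technique = resorufin fluorescence at 613 nm | reagent = glucose with 1 mM ATP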
Apaf-1 inh = inhibitors of human Apaf-1 apoptosome; inhibition, % at 20 µM; reconstituted apoptosome caspase-3 activity, DEVD-Rh110 fluorescence; AID 489030; O14727; 330,000 compounds, 0.71% hits; active = inhibition of at least 40% at 20 µM;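 note: plate controls were DMSO wells for no effect and DEVD-CHO caspase inhibitor wells for full effect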
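Assay system – apoptosome proteins · Medium – Hepes buffer, pH 7.5 · Also added – cytochrome c with DEVD-Rh110 · Timing – 30 min compound preincubation, 50 min activation, room temperature · Detection – Rh110 fluorescence, excitation 480 nm, emission 540 nm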
Numbers without * were called inactive; / = not tested or not shown. Rows are unselected; overall some 4.1% were active at least once.

SMILES | SENP1 inh | SENP8 block-1 | PfG6PD inh | SENP8 block-2 | SENP7 block | NLRP3 yeast inh | SENP6 inh | HKDC1 inh | Apaf-1 inh
O=C(Nc1nnc(S(=O)(=O)N2CCCCC2)s1)c1cccc(Br)c1 | 0 | -141 | 100* | 26 | -2 | 5 | 30 | 2 | 0
COc1cc(NC(=O)c2cc3c(=O)n(C)c4ccccc4c3n2C)cc(OC)c1OC | -3 | -28 | 7 | 3 | -2 | 22 | 8 | -5 | -8
S=C(NCCc1c[nH]c2ccccc12)NC1CC1 | -2 | 0 | -2 | 2 | 6 | 15 | 0 | 5 | 3
CC(CO)NCC12CC3CC(CC(C3)C1)C2 (stereo unspecified) | 0 | -17 | 14 | 3 | 5 | 17 | -2 | -6 | -9
Cc1ccc(S(=O)(=O)NCCCn2ccnc2)cc1 | -1 | 13 | 5 | -13 | -4 | 2 | -19 | -3 | 2
CCN(CC)S(=O)(=O)c1ccc(OCC(=O)NC2CCS(=O)(=O)C2)c([N+](=O)[O-])c1 (stereo unspecified) | 1 | 12 | 2 | -6 | -9 | 16 | -25 | -9 | 11
Cc1cccc2nc(CSc3ncccc3C(=O)O)cn12 | -1 | 7 | -4 | -18 | -1 | 25 | 0 | -12 | 6
CCOC(=O)c1cc(N2CCCCC2)nc2ccccc12 | -34 | -472 | -3 | / | / | / | / | -8 | /
CCCOC(=O)C1[C@H]2C(=O)N(Cc3ccco3)C[C@]23C=C[C@H]1O3 (stereo partly specified) | -2 | 4 | 2 | 5 | 7 | -5 | 19 | -3 | 4
COc1ccc(C(C)(C)C)cc1NC(=O)CCCn1c(=O)oc2ccccc21 | -2 | 23 | 10 | -2 | 4 | 10 | -5 | -13 | 12
CCN(C(=O)COC(=O)CCc1ccccc1OC)c1c(N)n(Cc2ccccc2)c(=O)[nH]c1=O | 1 | 7 | -2 | 5 | 0 | 3 | -3 | 0 | 1
CCOc1ccccc1N1CCN(CC(=O)N(C2CCCC2)C2CCS(=O)(=O)C2)CC1 (stereo unspecified) | 0 | 4 | -6 | -5 | -5 | 15 | 10 | -4 | 0
COc1ccccc1NC(=O)N1CCOCC1 | 0 | 21 | 4 | -7 | -7 | 19 | 2 | -7 | -6
Cc1ccccc1OCc1occc1C(=O)Nc1cccc(-n2cnnn2)c1 | 0 | 9 | 12 | 5 | -2 | 18 | -13 | 7 | 19
COc1cccc(C2Nc3ccc4ccccc4c3C3=C2C(=O)CC(C)(C)C3)c1OCC(=O)O (stereo unspecified) | -47 | -334 | -25 | -5 | 15 | 16 | 6 | 3 | -2
COc1ccc(OC)c(S(=O)(=O)N2CCC(C(=O)Nc3cc(C)ccc3C)CC2)c1 | 1 | 22 | 18 | 11 | 9 | 17 | -9 | -8 | 6
COc1ccccc1-c1nnc(SCC(=O)O)n1-c1ccc(C)cc1 | 2 | -3 | -6 | -3 | 2 | -10 | -6 | -8 | -9
CCCC(=O)Nc1nnc(S(=O)(=O)N2CCCCCC2)s1 | 4 | 8 | -22 | 5 | 3 | 9 | -9 | -4 | 1
c1ccc(-c2cc(-c3ccccc3)ncn2)cc1 | 1 | 11 | 10 | 1 | 1 | 14 | -13 | 6 | -13
O=C(c1ncc[nH]1)c1cccs1 | -1 | 14 | 6 | 1 | 2 | 20 | -6 | -6 | -16
CCOC(=O)Cn1nc(C)c(NC(=O)c2ccc([N+](=O)[O-])c(C)c2)c1C | 2 | 24 | -5 | 3 | 0 | 1 | 3 | -5 | -5
COc1ccc(C(=O)NCCS(=O)(=O)NC2CCCC2)cc1 | 4 | 13 | 2 | 10 | 1 | 23 | 7 | -3 | 0
COc1cccc(CN(C)C(=O)C23CC4CC(CC(C4)C2)C3)c1 | 1 | 2 | 0 | -7 | -10 | 24 | -5 | -2 | 20
CCOC(=O)C1CCN(C(=O)Nc2ccc3snnc3c2)CC1 | -13 | -14 | -6 | 0 | 6 | 16 | -3 | -3 | 7
CCN1C(=O)[C@H]2[C@@H](c3ccc(-c4ccc(F)cc4)c(OC)c3)N3CCC[C@@]3(C(=O)OC)[C@H]2C1=O | 2 | -413 | 2 | -6 | 11 | 6 | -16 | 4 | 13
CN(C)CCNC(=O)c1ccc(-c2nn(C)c(=O)c3ccccc23)cc1 | 4 | 12 | -12 | -4 | 2 | 3 | 6 | -4 | -6
COc1cc([N+](=O)[O-])cc2sc(NC(=O)c3c(F)cccc3F)nc12 | -29 | 0 | -34 | -1 | 11 | -6 | -2 | 3 | 4
O=C(O)c1ccc(-c2noc(-c3ccccc3Cl)n2)cc1 | 2 | 9 | -23 | 97* | 88* | 18 | 97* | -6 | 7
Cc1ccc(S(=O)(=O)Cc2ccc(C(=O)NCCc3ccccc3)o2)cc1 | 2 | 11 | 13 | 3 | 0 | -1 | -6 | -7 | 2
CC(C)C[C@H](NC(=O)OC(C)(C)C)C(=O)N[C@@H](CO)[C@H](O)[C@@H]1C[C@@H]1C(=O)N1CCCC1 | 4 | 12 | -4 | -2 | -8 | 0 | 8 | -2 | 11
COC(=O)C1=C(C)NC2=C(C(=O)CC(C)(C)C2)C1c1ccccn1 (stereo unspecified) | -141 | -251 | -1 | 1 | 6 | 12 | -12 | -1 | -6
CCCCN1CN(Cc2ccccc2)CNC1=S | 1 | -4 | -5 | -14 | -6 | 9 | -5 | 6 | 3
Cc1c(Cl)ccc2c(C(=O)NCCCn3nccc3C)cc(-c3ccccn3)nc12 | -2 | -11 | -2 | -14 | 12 | 10 | -4 | 0 | 16
CC(=O)OCC1=C(C(=O)O)N2C(=O)C(NC(=O)CCn3nc(C)c(Cl)c3C)C2SC1 (stereo unspecified) | 2 | 11 | 0 | 8 | -3 | 7 | -19 | -5 | -12
C=CCNc1nnc(Sc2ncccc2[N+](=O)[O-])s1 | 4 | 11 | 25 | -12 | -6 | 25 | -27 | -5 | 1
O=c1cc(-c2cccc(Cl)c2)oc2cccc(O)c12 | 1 | 20 | 3 | -20 | -5 | 14 | -20 | -4 | 0
CCOc1ccccc1C(c1c(C)n(C)n(-c2ccccc2)c1=O)c1c(C)n(C)n(-c2ccccc2)c1=O | 3 | 16 | -1 | 13 | -1 | 9 | -5 | -6 | 6
CC(OC(=O)[C@@H](NC(=O)c1ccco1)C(C)C)C(=O)Nc1ncc(Cl)cc1Cl (stereo partly specified) | 1 | 14 | -1 | 2 | 0 | 10 | 0 | -4 | -9
Cc1ccc(N(C)S(=O)(=O)c2ccc(-c3cnc(C4CC4)o3)cc2)cc1 | 0 | 7 | -5 | 4 | 1 | 0 | -28 | 5 | 23
O=C(CCCn1cncn1)N1CCCC(N2CCN(c3ccc(F)cc3)CC2)C1 (stereo unspecified) | 0 | 3 | -2 | -2 | -7 | 14 | -15 | -9 | -15
O=C(CSc1ccc(Br)c2cccc(Cl)c12)Nc1ccc(S(=O)(=O)Nc2nccs2)cc1 | 1 | -15 | -51 | 11 | 4 | 15 | 12 | 8 | 21
CC1CCCCN1C(=O)COc1ccc(NC(=O)c2ccco2)cc1 (stereo unspecified) | 2 | 19 | 0 | 0 | -17 | 4 | -22 | -6 | -7
CCc1ccc2oc(-c3cc(N)ccc3O)nc2c1 | 39 | -138 | -12 | 94* | 92* | 18 | 97* | -7 | 6
Cc1ccc(NC(=O)CC2S/C(=N/N=C/C=C/c3ccccc3)NC2=O)cc1Cl (stereo unspecified) | 1 | 24 | -20 | -17 | -4 | 7 | 0 | -6 | 1
Cc1c(C(=O)N2CCOCC2)c(S(=O)(=O)Nc2ccc(F)cc2)c(C)n1C | 2 | 3 | 5 | 0 | 7 | 3 | 9 | -2 | -9

Reprinted at random: 4 records from the list
SMILES | SENP1 inh | SENP8 block-1 | PfG6PD inh | SENP8 block-2 | SENP7 block | NLRP3 yeast inh | SENP6 inh | HKDC1 inh | Apaf-1 inh
Cc1ccc(N(C)S(=O)(=O)c2ccc(-c3cnc(C4CC4)o3)cc2)cc1 | 0 | 7 | -5 | 4 | 1 | 0 | -28 | 5 | 23
CC(=O)OCC1=C(C(=O)O)N2C(=O)C(NC(=O)CCn3nc(C)c(Cl)c3C)C2SC1 (stereo unspecified) | 2 | 11 | 0 | 8 | -3 | 7 | -19 | -5 | -12
CCOc1ccccc1C(c1c(C)n(C)n(-c2ccccc2)c1=O)c1c(C)n(C)n(-c2ccccc2)c1=O | 3 | 16 | -1 | 13 | -1 | 9 | -5 | -6 | 6
O=C(CCCn1cncn1)N1CCCC(N2CCN(c3ccc(F)cc3)CC2)C1 (stereo unspecified) | 0 | 3 | -2 | -2 | -7 | 14 | -15 | -9 | -15

Next section.
SMILES | SENP1 inh | SENP8 block-1 | PfG6PD inh | SENP8 block-2 | SENP7 block | NLRP3 yeast inh | SENP6 inh | HKDC1 inh | Apaf-1 inh
CC1CN(Cc2nc3c(c(=O)n(C)c(=O)n3C)n2CC(=O)c2ccccc2)CC(C)O1 (stereo unspecified) | -1 | 0 | -6 | -5 | -5 | 10 | -7 | -7 | -1
CCC1CCCCN1CC(=O)c1c(C)[nH]c2ccccc12 (stereo unspecified) | 1 | 19 | -4 | -5 | -6 | 1 | -3 | 5 | -13
COc1ccc(NC(=O)N2CCN(c3nc(-c4cccc(OC)c4)cs3)CC2)cc1 | 2 | 10 | 22 | -11 | 2 | 19 | -36 | 1 | 5
Clc1cccc(Nc2nc(N3CCOCC3)nc(N3CCOCC3)n2)c1 | 1 | 3 | 4 | 4 | 2 | 24 | 0 | 4 | 10

As a working copy, some entries already given.
SMILES | SENP1 inh | SENP8 block-1 | PfG6PD inh | SENP8 block-2 | SENP7 block | NLRP3 yeast inh | SENP6 inh | HKDC1 inh | Apaf-1 inh
CC1CCCCN1C(=O)COc1ccc(NC(=O)c2ccco2)cc1 (stereo unspecified) | 2 | 19 | 0 | 0 | -17 | 4 | -22 | -6 | -7
CCc1ccc2oc(-c3cc(N)ccc3O)nc2c1 | 39 | -138 | -12 | 94* | 92* | 18 | 97* | -7 | 6
Cc1ccc(NC(=O)CC2S/C(=N/N=C/C=C/c3ccccc3)NC2=O)cc1Cl (stereo unspecified) | 1 | 24 | -20 | -17 | -4 | 7 | 0 | -6 | 1
Cc1c(C(=O)N2CCOCC2)c(S(=O)(=O)Nc2ccc(F)cc2)c(C)n1C | 2 | 3 | 5 | 0 | 7 | 3 | 9 | -2 | -9
CC1CN(Cc2nc3c(c(=O)n(C)c(=O)n3C)n2CC(=O)c2ccccc2)CC(C)O1 (stereo unspecified) | -1 | 0 | -6 | -5 | -5 | 10 | -7 | -7 | -1
